Compound activity: PubChem, National Center for Advancing Translational Sciences (NCATS)
L3MBTL1 block: inhibitors of human L3MBTL1; Potency, µM (titrated, usually from 57.1 µM), for the others: at the highest dose activity, negative = inhibition, hits mostly inhibitors; AlphaScreen L3MBTL1–H3K9me1 peptide binding; 0.66% of 230,000 active; AID 485360; Q9Y468; active = well fitted inhibition curve with a large enough effect; inconclusive = small, poorly fitted or top-dose-only effect; inactive = no such curve, though single readings can be large or run the other way; note: nearly all actives have a fitted effect of over 60% in size
Target sequence (Q9Y468 whole entry, looked up): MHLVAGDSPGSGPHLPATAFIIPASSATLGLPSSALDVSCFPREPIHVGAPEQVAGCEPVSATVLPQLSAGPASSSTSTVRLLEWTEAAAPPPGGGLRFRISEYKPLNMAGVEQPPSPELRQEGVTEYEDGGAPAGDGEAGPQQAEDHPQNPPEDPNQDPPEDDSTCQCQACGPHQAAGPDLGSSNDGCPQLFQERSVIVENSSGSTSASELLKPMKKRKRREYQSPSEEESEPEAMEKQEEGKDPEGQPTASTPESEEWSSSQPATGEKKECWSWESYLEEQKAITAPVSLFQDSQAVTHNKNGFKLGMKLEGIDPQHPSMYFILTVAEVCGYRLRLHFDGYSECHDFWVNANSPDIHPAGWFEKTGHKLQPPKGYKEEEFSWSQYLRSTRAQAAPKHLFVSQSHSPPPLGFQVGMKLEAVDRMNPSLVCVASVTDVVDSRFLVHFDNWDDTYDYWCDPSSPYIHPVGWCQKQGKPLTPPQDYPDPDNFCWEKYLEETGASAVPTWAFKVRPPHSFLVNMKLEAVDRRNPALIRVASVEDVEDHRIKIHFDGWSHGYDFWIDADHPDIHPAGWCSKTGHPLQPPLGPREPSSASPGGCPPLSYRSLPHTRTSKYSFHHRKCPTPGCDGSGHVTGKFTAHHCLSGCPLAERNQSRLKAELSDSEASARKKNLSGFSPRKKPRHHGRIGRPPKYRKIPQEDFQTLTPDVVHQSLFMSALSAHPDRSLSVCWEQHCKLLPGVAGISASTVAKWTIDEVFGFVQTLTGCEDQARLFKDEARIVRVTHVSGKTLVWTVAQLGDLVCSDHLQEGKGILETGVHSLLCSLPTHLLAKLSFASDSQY
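Read-out is AlphaScreen signal from streptavidin donor and nickel chelate acceptor beads (10 ug/mL final each) bridging L3MBTL1 (50 nM) and biotinylated K9-monomethylated H3(1-15) peptide (75 nM), after 30 min compound exposure at room temperature.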
* marks the source's active call; other numbers are inactive results; [ ] = another dose, or the depositor's remark. % is set by controls: 0 for no effect and ±100 for the full control effect; potency is the fitted concentration of half-maximal effect. This is a subset; the hit share may differ from the screen's.

A first look, 3 compounds:
What do the screens show for `O=C(O)COc1ccc(S(=O)(=O)N2CCCC2)cc1`?
L3MBTL1 block: 1.5%

How did COc1cccc(-c2c(-c3cc(OC)cc(OC)c3)n(C)c3ccc(-c4ccc(OC)nc4)cc23)c1 do in these assays?
L3MBTL1 block: -1.7%

Results for CC1CCC2(CC1)NC(=O)N(CC(=O)Nc1ccc3[nH]c(=O)[nH]c3c1)C2=O (centres undefined) ?
L3MBTL1 block: 8.2%

The whole of this part, previewed entries included:
What do the screens show for `O=C(O)COc1ccc(S(=O)(=O)N2CCCC2)cc1`?
L3MBTL1 block: 1.5%

How did COc1cccc(-c2c(-c3cc(OC)cc(OC)c3)n(C)c3ccc(-c4ccc(OC)nc4)cc23)c1 do in these assays?
L3MBTL1 block: -1.7%

Results for CC1CCC2(CC1)NC(=O)N(CC(=O)Nc1ccc3[nH]c(=O)[nH]c3c1)C2=O (centres undefined) ?
L3MBTL1 block: 8.2%

What do the screens show for `COc1ccc(OC)c(NC(=O)c2cnn(-c3ccccc3)c2C)c1`?
L3MBTL1 block: -5.1%

How did O=C(NCC(c1ccco1)N1CCOCC1)C1CCCCC1 (centres undefined) do in these assays?
L3MBTL1 block: 3.1%

Results for O=C(CCc1nnc(Cc2cccc(C(F)(F)F)c2)o1)NCCc1ccccc1F ?
L3MBTL1 block: -3.1%

What do the screens show for `CCCCn1c(C23CC4CC(CC(C4)C2)C3)n[nH]c1=S`?
L3MBTL1 block: -9.7%

What do the screens show for `COc1ccc(NC(=O)CNC(=O)C2CCCCC2)cc1OC`?
L3MBTL1 block: -0.6%

How did COC(=O)c1c(C)[nH]c(C(=O)OC(C)C(=O)N(C)C2CCCCC2)c1C (centres undefined) do in these assays?
L3MBTL1 block: 0.4%

How did Cc1cc(C(=O)NNC(=O)c2ccccc2O)c(C)o1 do in these assays?
L3MBTL1 block: -3.1%

What do the screens show for `Cc1ccc(C)c(COC(=O)c2cc(S(=O)(=O)N3CCCCC3)ccc2N2CCOCC2)c1`?
L3MBTL1 block: 2.6%

How did CC1Cc2ccccc2N1S(=O)(=O)c1cccc(C(=O)NCc2ccncc2)c1 (centres undefined) do in these assays?
L3MBTL1 block: -0.8%

What do the screens show for `COc1cc(OC)cc(-c2cc3cc(F)ccc3cn2)c1`?
L3MBTL1 block: 14.9%

Results for Cc1cccc2c1cnn2C(=O)CCC(=O)NCC(C)c1ccccc1 (centres undefined) ?
L3MBTL1 block: 1.1%

Results for COc1ccccc1N1CCN(C(=O)c2cccc(NC3=NC4CS(=O)(=O)CC4S3)c2)CC1 (centres undefined) ?
L3MBTL1 block: 14.0%

Results for CC(C)CN(C(=O)COC(=O)CSc1ccc([N+](=O)[O-])cc1)C1CCS(=O)(=O)C1 (centres undefined) ?
L3MBTL1 block: 2.2%

How did CCOC(=O)[C@@H]1[C@H]2COc3ccc(Br)cc3[C@H]2N2C(=O)N(c3ccc(Cl)cc3)C(=O)[C@@]12C do in these assays?
L3MBTL1 block: -12.3%

Results for Cc1ccc(C(=O)O)cc1NC(=O)CSc1nnc(-c2ccccc2F)n1C1CCCCC1 ?
L3MBTL1 block: 5.2%

What do the screens show for `Cc1ccc(-c2csc(NC(=O)CN3CC(C)OC(C)C3)n2)cc1` (centres undefined)?
L3MBTL1 block: 1.7%

Results for Cc1ccc(S(=O)(=O)NCCC(=O)Nc2ccncc2)cc1C ?
L3MBTL1 block: 2.7%

Results for CC(=O)Nc1ccc(S(=O)(=O)N(C#N)c2nc(N(C)C)nc(N(C)C)n2)cc1 ?
L3MBTL1 block: 2.3%[2.29 µM]

What do the screens show for `CC(C)c1ccc(N2C(=O)CC(Sc3ncccn3)C2=O)cc1` (centres undefined)?
L3MBTL1 block: -0.6%

Results for CC(=O)Nc1ccc(NC(=O)C2CCN(S(=O)(=O)c3ccc4c(c3)OCCO4)CC2)cc1 ?
L3MBTL1 block: 0.3%

What do the screens show for `O=C(c1n[nH]c(=O)c2ccccc12)N1CCN(S(=O)(=O)c2ccccc2Cl)CC1`?
L3MBTL1 block: 24.6%

Results for C[C@H]1CN([C@@H](C)CO)C(=O)c2cc(NC(=O)Nc3cccc4ccccc34)ccc2O[C@@H]1CN(C)Cc1ccc(-c2ccccc2)cc1 ?
L3MBTL1 block: -10.4%

What do the screens show for `Cc1cc(C(=O)Cn2cc(C(F)(F)F)ccc2=O)c(C)n1CC1CCCO1` (centres undefined)?
L3MBTL1 block: -8.5%

What do the screens show for `Cc1cnc(NC(=O)c2ccc3ncsc3c2)s1`?
L3MBTL1 block: -3.2%

What do the screens show for `O=C(CN1C(=O)NC2(CCCC2)C1=O)OCc1ccc(Br)cc1`?
L3MBTL1 block: -8.2%

How did CC(=O)c1ccc(-c2ccc(C(=O)N(C)Cc3nc4ccccc4c(=O)[nH]3)o2)cc1 do in these assays?
L3MBTL1 block: -0.5%

Results for CCC(=O)Nc1ccc2nn(-c3ccc(F)cc3)nc2c1 ?
L3MBTL1 block: 38.4%[activator]

How did N#Cc1ccc(NC(=O)COC(=O)c2ccc(F)c(S(=O)(=O)N3CCOCC3)c2)cc1 do in these assays?
L3MBTL1 block: -1.0%

Results for COc1cc(C(=O)NC2CCN(CC(=O)Nc3cccc(C)c3C)CC2)cc(OC)c1OC ?
L3MBTL1 block: -0.1%

Results for CC(Oc1ccc(Cl)cc1Cl)C(=O)OCC(=O)c1c(N)n(C)c(=O)n(C)c1=O (centres undefined) ?
L3MBTL1 block: 7.5%

Results for COc1ccc([N+](=O)[O-])cc1N(CC(=O)N1CCN(Cc2ccccc2)CC1)S(C)(=O)=O ?
L3MBTL1 block: 6.2%

Results for COc1cccc(CNCC(=O)NC(=O)NC2CCCC2)c1 ?
L3MBTL1 block: 2.5%

What do the screens show for `COc1ccc(C(=O)NCc2ccncc2)cc1S(=O)(=O)N1CCOCC1`?
L3MBTL1 block: 3.2%

How did Nc1nnc(SCC(=O)NNC(=O)c2ccc([N+](=O)[O-])cc2)s1 do in these assays?
L3MBTL1 block: -4.6%

What do the screens show for `C/C(=N\NC(N)=O)C1CC(Cc2ccccc2)C(=O)O1` (centres undefined)?
L3MBTL1 block: -5.4%

How did Cc1ccc(C(=O)NCC(=O)OCc2nnc(-c3ccc([N+](=O)[O-])cc3)o2)s1 do in these assays?
L3MBTL1 block: -3.4%

What do the screens show for `COc1ccc(NC(=O)CSc2ccc([N+](=O)[O-])cc2)cc1S(=O)(=O)N1CCOCC1`?
L3MBTL1 block: -1.6%

Ordered by length of the SMILES (highest first): part of the list above.
How did N#Cc1ccc(NC(=O)COC(=O)c2ccc(F)c(S(=O)(=O)N3CCOCC3)c2)cc1 do in these assays?
L3MBTL1 block: -1.0%

What do the screens show for `COc1ccc(C(=O)NCc2ccncc2)cc1S(=O)(=O)N1CCOCC1`?
L3MBTL1 block: 3.2%

What do the screens show for `C/C(=N\NC(N)=O)C1CC(Cc2ccccc2)C(=O)O1` (centres undefined)?
L3MBTL1 block: -5.4%

Following part
How did CC(=O)c1sc(NC(=O)C2CCN(C(=O)c3ccccc3C)CC2)nc1-c1ccccc1 do in these assays?
L3MBTL1 block: -3.2%

How did CC(C)(C)OC(=O)N[C@@H](Cc1ccccc1)C(=O)N[C@@H](CO)[C@H](O)[C@@H]1C[C@@H]1C(=O)N1CCCC1 do in these assays?
L3MBTL1 block: inconclusive

Results for O=C1CN(C(=O)COC(=O)c2cccs2)c2ccccc2N1 ?
L3MBTL1 block: 0.2%

How did CN(C)S(=O)(=O)c1ccc(N2CCCC2)c(C(=O)N2CCN(S(=O)(=O)c3ccccc3F)CC2)c1 do in these assays?
L3MBTL1 block: -1.0%

How did COc1ccc(NC(=O)CN2CCN(CC#N)CC2)cc1 do in these assays?
L3MBTL1 block: 8.3%

Results for O=C1[C@H]2[C@@H](c3ccc(Cl)cc3)N3C(=O)N(c4cccc(Cl)c4)C(=O)[C@@]3(Cc3ccc(Cl)cc3)[C@H]2C(=O)N1C1CCCCC1 ?
L3MBTL1 block: -3.5%

What do the screens show for `CC1CCCC(C)N1C(=O)COC(=O)c1cc(-c2cccs2)nn1-c1ccccc1` (centres undefined)?
L3MBTL1 block: 4.9%

What do the screens show for `Cc1ccc(C(O)c2nc3ccccc3n2C)cc1` (centres undefined)?
L3MBTL1 block: 1.2%

Results for CCCn1c(SCC(=O)N(C)CC(=O)Nc2ccc(C)cc2)n[nH]c1=O ?
L3MBTL1 block: -0.4%

Results for O=C1[C@@H](Oc2ccccc2)[C@@H](c2cccnc2)N1c1ccccc1 ?
L3MBTL1 block: 3.1%

How did CCOC(=O)c1sc2ncn(CC(=O)Nc3cc(C)on3)c(=O)c2c1C do in these assays?
L3MBTL1 block: -12.0%

Results for COc1ccccc1-c1cc(C(=O)N2CCN(S(=O)(=O)c3ccc(C)cc3)CC2)[nH]n1 ?
L3MBTL1 block: -6.1%

How did CCC(C)c1ccccc1N1CC(C(=O)Nc2ccc(C)c(S(=O)(=O)N3CCOCC3)c2)CC1=O (centres undefined) do in these assays?
L3MBTL1 block: -1.5%

How did Cn1ncc([N+](=O)[O-])c1C(=O)Nc1ccc(-c2ccccc2)cc1 do in these assays?
L3MBTL1 block: -1.4%

What do the screens show for `CC1CCCN(S(=O)(=O)c2ccc([N+](=O)[O-])cc2)C1` (centres undefined)?
L3MBTL1 block: -0.9%

How did Cc1ccc(NC(=O)c2ccc3c(=O)n4c(nc3c2)CCC4)cc1F do in these assays?
L3MBTL1 block: 5.2%

What do the screens show for `O=C1CN(S(=O)(=O)c2cccc(Br)c2)CCN1`?
L3MBTL1 block: 28.3%

What do the screens show for `O=C(CSc1nc2c(oc3ccccc32)c(=O)n1CC1CCCO1)NCc1ccc(F)cc1` (centres undefined)?
L3MBTL1 block: -2.8%

How did COC(=O)C1CCN(CC(=O)N(C)c2c(N)n(Cc3ccccc3)c(=O)[nH]c2=O)CC1 do in these assays?
L3MBTL1 block: 1.3%

How did CC1Cc2ccccc2N1C(=O)C(C)n1cc(C(F)(F)F)cc(Cl)c1=O (centres undefined) do in these assays?
L3MBTL1 block: -5.3%

Results for COc1cc(OC)cc(C(=O)NNC(=O)CCNS(=O)(=O)c2ccc(Br)cc2)c1 ?
L3MBTL1 block: -1.4%

Results for COc1cc(C(=O)OCc2ccccc2C#N)ccc1OCC(=O)N1CCOCC1 ?
L3MBTL1 block: 1.9%

How did C=CCn1c(SCC(=O)NC2(C#N)CCCCC2)nnc1-c1ccncc1 do in these assays?
L3MBTL1 block: 6.0%

Results for CCOC(=O)CN(C)C(=O)CCc1nnc(-c2ccc(-c3ccccc3)cc2)o1 ?
L3MBTL1 block: -0.9%

How did CCOc1ccc(N=NC2C(=O)N(C(N)=S)N=C2C)cc1 (centres undefined) do in these assays?
L3MBTL1 block: -4.9%[2.29 µM]

How did Cn1c(N)c(C(=O)COC(=O)c2ccccc2C(=O)c2ccc(Cl)cc2)c(=O)n(C)c1=O do in these assays?
L3MBTL1 block: -8.2%

Results for NC(=O)c1ccsc1NC(=O)CN1C(=O)NC2(CCCCC2)C1=O ?
L3MBTL1 block: -0.6%

How did N/C(=N\OC(=O)c1ccc(Br)cc1)c1cccc([N+](=O)[O-])c1 do in these assays?
L3MBTL1 block: 2.8%

What do the screens show for `CCNS(=O)(=O)c1ccc(CCC(=O)N2CCCC2)cc1`?
L3MBTL1 block: -0.3%

How did COc1ccc(CN2CCCN(C)CC2)c(OC)c1C do in these assays?
L3MBTL1 block: -5.8%

What do the screens show for `O=C(COC(=O)c1ccc(Br)o1)Nc1ccc(F)cc1[N+](=O)[O-]`?
L3MBTL1 block: -9.1%

How did Cc1ccc(NC(=O)Nc2ccccc2F)cc1S(=O)(=O)N1CCOCC1 do in these assays?
L3MBTL1 block: -1.9%

Results for COc1ccc(C(=O)COC(=O)/C=C/c2ccco2)cc1F ?
L3MBTL1 block: -10.0%

What do the screens show for `CC1CCCN(C(=O)CSc2nnc3ccccn23)C1` (centres undefined)?
L3MBTL1 block: 0.0%

What do the screens show for `COc1ccc(CCNc2ncnc3sc(C)cc23)cc1OC`?
L3MBTL1 block: 0.4%

How did Cn1nc(C(=O)NCc2cccc(F)c2)cc1C(=O)NCc1cccc(F)c1 do in these assays?
L3MBTL1 block: 8.3%

Results for CCC1NC(=O)c2cc(S(N)(=O)=O)c(Cl)cc2N1 (centres undefined) ?
L3MBTL1 block: 4.4%

How did O=C(COC(=O)Cn1cnc2ccccc21)Nc1ccc(F)c(F)c1 do in these assays?
L3MBTL1 block: -11.8%

Results for CCc1ccc(-c2csc(NC(=O)C3=COCCO3)n2)cc1 ?
L3MBTL1 block: -5.1%

Results for O=C(COC(=O)COc1cccc(C(F)(F)F)c1)Nc1ccc(N2CCOCC2)cc1 ?
L3MBTL1 block: -1.6%

Quoted at random: 7 entries already listed, in no set order.
How did Cn1c(N)c(C(=O)COC(=O)c2ccccc2C(=O)c2ccc(Cl)cc2)c(=O)n(C)c1=O do in these assays?
L3MBTL1 block: -8.2%

How did COc1ccc(CN2CCCN(C)CC2)c(OC)c1C do in these assays?
L3MBTL1 block: -5.8%

What do the screens show for `CCNS(=O)(=O)c1ccc(CCC(=O)N2CCCC2)cc1`?
L3MBTL1 block: -0.3%

Results for NC(=O)c1ccsc1NC(=O)CN1C(=O)NC2(CCCCC2)C1=O ?
L3MBTL1 block: -0.6%

Results for CCc1ccc(-c2csc(NC(=O)C3=COCCO3)n2)cc1 ?
L3MBTL1 block: -5.1%

Results for COc1cc(OC)cc(C(=O)NNC(=O)CCNS(=O)(=O)c2ccc(Br)cc2)c1 ?
L3MBTL1 block: -1.4%

What do the screens show for `O=C(COC(=O)c1ccc(Br)o1)Nc1ccc(F)cc1[N+](=O)[O-]`?
L3MBTL1 block: -9.1%

Next section:
What do the screens show for `O=C(NN=C1CCCC1)c1ccc(Br)cc1`?
L3MBTL1 block: 4.9%

Results for Cc1cc(Cl)c(C)c(S(=O)(=O)N2CCN(C(=O)C3CCCO3)CC2)c1Cl (centres undefined) ?
L3MBTL1 block: -0.4%

What do the screens show for `CSc1nsc(NC(=O)OCc2ccc(Cl)cc2)n1`?
L3MBTL1 block: 13.6%

Results for CCn1c(CNC(=O)c2cccnc2)cc2ccccc21 ?
L3MBTL1 block: -0.3%
